D1 potentiator = human D1 dopamine receptor positive modulation; potentiation, % at 10 µM; AID 504651; P21728; 360,000 tested, 0.036% active; HEK293 TREx D1 cells, calcium flux, dopamine EC20 potentiation; in the data active means potentiation above about 30%; further: 0% is about no effect
Target sequence (P21728 whole entry, looked up): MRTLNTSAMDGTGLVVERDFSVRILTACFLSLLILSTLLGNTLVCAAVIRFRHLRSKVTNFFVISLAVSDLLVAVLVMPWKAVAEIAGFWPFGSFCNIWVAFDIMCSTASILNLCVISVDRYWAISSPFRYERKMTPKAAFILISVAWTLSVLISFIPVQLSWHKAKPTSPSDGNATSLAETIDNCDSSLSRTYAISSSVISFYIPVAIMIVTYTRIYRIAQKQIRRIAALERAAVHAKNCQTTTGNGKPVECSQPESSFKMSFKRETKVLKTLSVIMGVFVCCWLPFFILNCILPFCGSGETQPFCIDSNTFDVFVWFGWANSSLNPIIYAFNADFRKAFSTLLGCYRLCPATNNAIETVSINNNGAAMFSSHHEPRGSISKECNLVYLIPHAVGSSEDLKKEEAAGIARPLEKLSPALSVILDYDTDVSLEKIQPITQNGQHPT
D1 antag = antagonists of human D1 dopamine receptor; activity change, negative = inhibition, % at 10 µM; HEK293 TREx D1 cells, calcium flux, dopamine EC80; hits give low values; 360,000 tested, 3.2% active; P21728; in the data active means activity change below about -30%; further: on the % scale 0 is the no-effect control and ±100 the full control effect
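Tetracycline-induced HEK293 Trex D1 cells, force-coupled to calcium, dye-loaded; compounds added and read 180 s, then EC80 dopamine added and calcium flux tracked kinetically another 180 s.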
D2 ag = activates the human D2 dopamine receptor. P14416. HEK293 T-REx D2 cells, calcium flux agonist mode. activation, % at 2 µM. 340,000 tested, 0.53% active. AID 485358;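 active means activation over 3 SD above normal in the single-dose calcium agonist read, cut at about 30% in these data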; further: 0% is about no effect
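Agonism is scored from calcium flux in a force-coupled, inducible HEK293 cell line expressing D2, read kinetically for 180 s after compound addition against dopamine controls.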
D2 antagonist = antagonizes the human D2 dopamine receptor. P14416. HEK293 TREx D2 cells, calcium flux, dopamine EC80. inhibition, % at 10 µM. 340,000 tested, 2% active. AID 485344; in the data active means inhibition above about 30%; further: 0% is about no effect
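Read-out: kinetic calcium fluorescence (1 cycle/s) in inducible HEK293 T-REx D2 cells after an EC80 dopamine addition that followed 180 s compound preincubation. Loss of the dopamine response indicates antagonism.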
TRHR agonist = activates the human TRH receptor | P34981 | TRHR cells, calcium flux fluo-8, FDSS agonist mode | activation, % at 2 µM | 360,000 tested, 0.18% active; further: 0% is about no effect
Target sequence (P34981 whole entry, looked up): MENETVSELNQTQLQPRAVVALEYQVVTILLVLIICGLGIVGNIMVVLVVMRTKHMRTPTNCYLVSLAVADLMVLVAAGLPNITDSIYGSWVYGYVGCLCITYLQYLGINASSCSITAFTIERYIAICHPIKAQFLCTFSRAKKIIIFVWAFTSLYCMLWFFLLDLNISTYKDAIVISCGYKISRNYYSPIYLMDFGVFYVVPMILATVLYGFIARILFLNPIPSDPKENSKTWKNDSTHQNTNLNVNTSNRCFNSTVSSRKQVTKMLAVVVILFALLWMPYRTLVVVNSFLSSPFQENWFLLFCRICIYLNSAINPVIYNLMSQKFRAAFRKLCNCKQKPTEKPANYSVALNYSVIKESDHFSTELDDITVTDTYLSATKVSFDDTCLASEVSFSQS
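Fluo-8-loaded TRHR cells; 10 s baseline, compound added, kinetic Ca2+ fluorescence read 1/s, agonist mode.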
RXFP1 antagonist = RXFP1 (human) relaxin receptor antagonism | HEK293-RXFP1, relaxin-stimulated cAMP HTRF, 30 min; hits give low values | activity change, negative = inhibition, % at 57.5 µM | 350,000 tested, 0.59% active | AID 1259400;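 active means activity change of -60% or lower, but not beyond a set lower limit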; further: on the % scale 0 is the no-effect control and ±100 the full control effect
TRHR PAM = allosterically enhances the human TRH receptor; TRHR cells, fluo-8 calcium fluorescence, EC20 TRH enhancement; enhancement, % at 2 µM; 360,000 tested, 0.66% active; AID 493056; P34981; in the data active means enhancement above about 30%; further: 0% is about no effect
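Enhancer read-out: after compound pinning and an initial kinetic agonist-mode read, an EC20 of TRH (10 nM final) was injected and fluo-8 calcium signal (Ex 480/Em 530) followed at 1 s/cycle for 100 cycles in TRHR-expressing cells.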
D1 agonist = activates the human D1 dopamine receptor; P21728; activation, % at 2 µM; HEK293 T-REx D1 cells, calcium flux, agonist mode; 360,000 tested, 1% active; further: 0% is about no effect
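Tetracycline-induced HEK293 TREx D1 cells, force-coupled to calcium signalling, were dye-loaded with a no-wash calcium kit. Compound was pin-added after a 10 s baseline. Fluorescence was read kinetically at 1 cycle/s for 180 s, with calcium rises flagged as agonism.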
D2 potentiator = positively modulates the human D2 dopamine receptor allosterically. 340,000 tested, 0.34% active. P14416. potentiation, % at 10 µM. HEK293 T-REx D2, calcium flux, EC20 dopamine potentiation;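 active means potentiation over 3 SD above the plate norm, cut at about 30% in these data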; further: 0% is about no effect
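Potentiation of an EC20 dopamine calcium response is measured in a force-coupled, tetracycline-inducible Hek293 Trex D2 line. Compound-only kinetic reads over 180 s flag agonists before dopamine addition.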
Starred values were filed as active, the others as inactive; nt = not tested or not shown; & = joins results of further samples. Unless noted, no stated cut-off is given here; in the data, active means activation above about 30%; inactive means the rest.

SMILES	D1 potentiator	D1 antag	D2 ag	D2 antagonist	TRHR agonist	RXFP1 antagonist	TRHR PAM	D1 agonist	D2 potentiator
Cc1ccc(C)c(NC(=O)CN2C(=O)c3cccnc3Oc3ccc(C)cc32)c1	-2	2	0.1	nt	0.5	-12	-8	-1	-15
CCCCc1ccc(NC(=O)N[C@@H](C)C(=O)O)cc1	-2	1	0.6	-10	0.5	-13	4	1	9
O=C(CSc1c2c(nc3ccccc13)CCC2)N1CCCC1	-1	4	0.4	0	0.3	-1	0	2	nt
CCc1nccn1CCC(=O)N1CCCC(N2CCN(c3cccc(Cl)c3)CC2)C1 (configuration not stated)	-2	3	11	-5	0.5	3	6	-1	3
C[n+]1c(/C=C/c2ccc3c(c2)OCO3)ccc2ccccc21	-6	4	0.9	6	-0.6	13	-6	3	nt
Cc1ccccc1NC(=O)c1ccc(OCC(=O)Nc2ccccc2F)cc1	1	-1	1.6	-2	-1.3	5	-6	5	4
O=C(CCCn1ncn2c(cc3occc32)c1=O)NCc1cccc(Cl)c1	2	-2	0.3	-36	0.7	-35	-6	1	4
COc1ccc2c(c1)C(=O)C(=O)N2CCS(=O)(=O)c1ccccc1	0	-13	0.7	-6	0.2	-1	-3	2	5
O=C(CCn1nc(-c2ccc(Cl)cc2)c2ccccc2c1=O)NCCN1CCOCC1	2	-2	-0.1	-9	-0.4	-2	0	1	-6
CCOC(=O)CN1NC2(CCCCCC2)NC1=S	1	0	0.7	8	-0.6	-12	-5	3	4
O=C(NC1CCCC1)C(c1ccsc1)N(Cc1ccco1)C(=O)Cc1cccs1 (configuration not stated)	-2	-2	0.0	-10	-0.4	-3	1	9	4
COc1cccc(C2Oc3ccccc3C3CC(c4cccs4)=NN32)c1 (configuration not stated)	-4	21	-0.5	14	0.5	-2	2	3	-4
Cc1ccc(NC(=O)N2CCCn3c(SCC(=O)c4ccccc4)nnc32)cc1	-5	10	-0.2	-5	0.6	1	-6	4	9
CC(C)(C)Cc1nnc(NC(=O)c2ccc3c(c2)OCO3)s1	2	0	-0.3	-25	-0.1	-15	4	0	-2
Cc1ccc(N2CCN(C(=O)NC3CCCCC3)CC2)c(C)c1	-4	-6	1.4	5	1.1	-19	-5	21	22
O=C(C1COc2ccccc2O1)N(Cc1cccnc1)c1nc2c(Cl)cccc2s1 (configuration not stated)	0	nt	1.2	nt	0.3	-25	-8	5	-10
COc1ccccc1C(=O)Nc1nc2cc3c(cc2s1)OCCO3	0	-16	-1.1	-2	-2.2	6	-16	0	-6
C[C@H]1CN(Cc2ccccc2)C(=O)[C@@H]1CC(=O)NCc1ccccc1	0	12	-1.5	3	0.1	nt	7	2	10
COC(=O)C1=C(C)NC(C)=C(C(=O)OC)C1c1ccccc1OCc1c(C)no[n+]1[O-]	0	-11	0.3	2	-0.8	18	0	3	-3
COc1ccc(-c2ccc(CCC(=O)O)n2NC(=O)c2ccc(O)cc2)cc1	4	3	-0.4	18	-0.8	10	-8	0	11
Cc1ccn2cc(CNS(=O)(=O)c3ccc4ccccc4c3)nc2c1	1	-9	-0.5	8	-0.1	6	8	2	-5
CCOc1ccc(N=C2NC(=O)CS2)cc1	1	3	0.7	-4	0.1	1	-7	0	-9
CC(=O)NC(Cc1cccc(F)c1)C(=O)NC1CCN(C(=O)Nc2ccccc2)CC1 (configuration not stated)	5	23	0.5	0	1.0	-1	-3	-2	8
FC(F)(F)c1cccc(Nc2nc(N3CCOCC3)nc(N3CCOCC3)n2)c1	-1	-14	-0.2	1	0.7	-4	0	8	-1
COc1ccc(CCNC(=O)C2CC(c3ccccc3[N+](=O)[O-])=NO2)cc1 (configuration not stated)	-9	3	-0.3	-10	-0.5	nt	14	2	-3
(more compounds)
SMILES	D1 potentiator	D1 antag	D2 ag	D2 antagonist	TRHR agonist	RXFP1 antagonist	TRHR PAM	D1 agonist	D2 potentiator
Cc1ccc(-c2cc(C(=O)O)c3sc(N4CCCCC4)nc3n2)cc1	0	2	-0.5	-4	-0.1	-7	2	0	-21
Cc1ccccc1CCNC(=O)c1ccc2c(c1)c(C)c(C)n2C	-3	-20	0.0	nt	-0.4	-36	2	3	-9
CCN1CCN(CCNC(=O)c2ccc(/C=C3/Sc4ccccc4N(Cc4cccc(C)c4)C3=O)cc2)CC1	4	-5	0.3	1	0.8	-21	9	49*	-6
Cn1nc(C(=O)NCc2cccs2)c2ccccc2c1=O	-5	-41*	0.4	-4	0.8	1	-2	2	-9
CCOc1ccc(NC(=O)C2CCN(c3nnc(C)c4c(C)n(-c5ccccc5)nc34)CC2)cc1	-1	7	nt	nt	-0.3	nt	-4	1	-8
COc1ccc(C(C)NC(=O)Nc2ccc(C(C)=O)cc2)cc1OC (configuration not stated)	-6	-13	1.2	-17	-0.2	-5	9	5	3
COc1ccc(-c2ccc(OC)c([C@H]3[C@H]4C=CC[C@@H](C)[C@@H]4C(=O)N3Cc3ccccc3)c2)cc1	0	34	nt	nt	1.0	nt	7	8	nt
CCC(C)C(NC(=O)[C@@H](NC(=O)c1ccccc1F)C(C)C)C(=O)OC (some centres not stated)	-4	-6	0.7	5	0.5	1	0	1	-4
O=C(c1ccc(CSc2nc3ccncc3[nH]2)cc1)N1CCCCC1	-5	-3	0.3	26	0.1	nt	3	-3	-1
CCC(NC(=O)C1CCC1)c1ccc(C)cc1 (configuration not stated)	-1	0	0.6	37*	-0.2	-2	-7	0	-9
COc1cc(CNC(=O)c2cc3n(n2)CCCN(Cc2cccc(F)c2)C3=O)cc(OC)c1OC	0	-15	-2.2	nt	-0.3	-2	0	0	7
O=C(C1CCCN(S(=O)(=O)c2ccc(Cl)cc2)C1)N1CCCC1 (configuration not stated)	3	19	-1.5	10	0.7	-5	-1	2	nt
COc1ccc(C(=O)NCC(C)CN(C)C)cc1 (configuration not stated)	-2	2	-2.6	4	1.5	9	9	1	22
COc1cc(CCC(=O)OCC(=O)Nc2ccccc2C#N)cc(OC)c1OC	1	6	0.3	-2	0.4	5	34*	11	0
CC12CCC(=O)N1C(C(=O)NNC(=O)COc1cccc(C(F)(F)F)c1)CS2 (configuration not stated)	2	-16	0.3	11	0.1	-7	-3	1	-2
Cn1ncc2c(NCc3cccc(Cl)c3)ncnc21	-2	-38*	0.2	nt	-0.7	-14	-10	2	5
Cc1ccccc1OCC(=O)NC(=S)Nc1cccc2cc(O)ccc12	-2	-2	0.3	-6	1.2	-2	9	4	8
O=c1cc(CN2CCN(Cc3ccc(F)cc3)C(CCO)C2)[nH]c2ccccc12 (configuration not stated)	-5	-5	0.8	-10	0.8	-13	0	1	-16
COc1ccc(CCNC(=O)COc2coc(CN3c4ccccc4CC3C)cc2=O)cc1OC (configuration not stated)	-7	-10	0.1	-1	-0.5	-15	-5	3	9
CC(C)Cn1c(N)c(/C=N/NC(=O)c2ccc(Cl)cc2)c(=O)n(C)c1=O	2	11	-0.1	2	0.2	3	-2	4	7
COc1cc(C(C)=O)ccc1OC(=O)c1cc2cccc(OC)c2oc1=O	-1	nt	9.2	2	0.0	2	1	-2	4
COc1cccc(NC(=O)CSc2ncnc3c2oc2ccccc23)c1	5	-12	-0.4	-13	0.2	nt	22	3	-2
COC(=O)c1sc2ccccc2c1-n1cccc1C(=O)C(=O)Nc1ccc(C)cc1	3	3	nt	nt	0.5	-14	-6	5	nt
CCOC(=O)c1c(C(F)(F)F)nc2ncccn12	-1	1	0.2	-12	0.1	1	-2	3	1
O=C(COC(=O)/C=C/c1ccc(Cl)cc1)NCCN1C(=O)CSC1=O	-8	0	-0.4	5	-0.5	-5	-4	11	-6

Looked up one by one from above (3):
SMILES	D1 potentiator	D1 antag	D2 ag	D2 antagonist	TRHR agonist	RXFP1 antagonist	TRHR PAM	D1 agonist	D2 potentiator
Cc1ccn2cc(CNS(=O)(=O)c3ccc4ccccc4c3)nc2c1	1	-9	-0.5	8	-0.1	6	8	2	-5
COc1ccc(CCNC(=O)COc2coc(CN3c4ccccc4CC3C)cc2=O)cc1OC (configuration not stated)	-7	-10	0.1	-1	-0.5	-15	-5	3	9
O=C(COC(=O)/C=C/c1ccc(Cl)cc1)NCCN1C(=O)CSC1=O	-8	0	-0.4	5	-0.5	-5	-4	11	-6

Part of the list above in order of number of heavy atoms, lowest first.
SMILES	D1 potentiator	D1 antag	D2 ag	D2 antagonist	TRHR agonist	RXFP1 antagonist	TRHR PAM	D1 agonist	D2 potentiator
Cn1ncc2c(NCc3cccc(Cl)c3)ncnc21	-2	-38*	0.2	nt	-0.7	-14	-10	2	5
Cc1ccccc1CCNC(=O)c1ccc2c(c1)c(C)c(C)n2C	-3	-20	0.0	nt	-0.4	-36	2	3	-9
COc1cc(CCC(=O)OCC(=O)Nc2ccccc2C#N)cc(OC)c1OC	1	6	0.3	-2	0.4	5	34*	11	0
COc1ccc(CCNC(=O)COc2coc(CN3c4ccccc4CC3C)cc2=O)cc1OC (configuration not stated)	-7	-10	0.1	-1	-0.5	-15	-5	3	9

Continuation.
SMILES	D1 potentiator	D1 antag	D2 ag	D2 antagonist	TRHR agonist	RXFP1 antagonist	TRHR PAM	D1 agonist	D2 potentiator
O=C(NCCCNC(=O)C(F)(F)C(F)F)C(F)(F)C(F)F	1	3	0.1	17	0.0	6	7	2	-7
c1ccc(CN2CCN(CCN3CCn4c3nc3ccccc34)CC2)cc1	-3	16	0.8	-2	-0.2	4	4	-1	-17
CCCN1C2CCCC1CC(NC(=O)c1cccc(OC)c1)C2 (configuration not stated)	-10	6	nt	nt	0.1	4	2	-1	nt
CCOc1ccc(NC(=O)CCc2nnc3ccc(N4CCC5(CC4)OCCO5)nn23)cc1	11	-6	-0.3	-4	-0.4	37	4	-1	4
COc1cc(Cl)cc(/C=C/c2ccc3cccc(O)c3n2)c1OC	11	-10	1.6	1	0.2	-11	0	3	16
COc1ccc(NC(=O)C(=O)NCCc2csc(-c3ccc(Cl)cc3)n2)cc1	-6	-4	0.6	nt	0.4	nt	6	1	21
O=C(Cc1c(F)cccc1Cl)NNC(=O)c1ccccc1Cl	0	23	0.0	-7	0.4	7	-2	1	11
O=C(Nc1ccc2ccccc2c1)c1ccc(Br)o1	3	-1	0.2	12	-0.8	-31	-15	3	-8
O=C(CSc1ccc2nnc(CCNC(=O)c3ccccc3)n2n1)Nc1ccc(F)cc1F	-4	9	-0.1	-8	-0.7	-13	18	1	0
CCOc1ccccc1CNC(=O)CCc1cn(C)c2ccccc12	-5&1	-17&14	0.4&-0.2	-7	-0.7&-1.9	-18&-11	0&-1	1&-4	-2&2
Cc1cc(-n2cnnn2)cc(C)c1S(=O)(=O)N(C)c1ccccc1	-6	6	-1.3	5	-1.0	7	-1	1	-6
CCOC(=O)c1c(-c2ccccc2Cl)csc1NC(=O)CSc1nc(C)cc(=O)[nH]1	22	9	0.9	14	-0.4	-80*	-1	1	-1
COc1ccc(CN2CCC(Oc3ccc(C(=O)N4CCCC4)cc3)CC2)c(F)c1	3	-16	1.1	4	-0.5	-14	4	1	15
COc1cc(C(=O)Nc2ccc(S(=O)(=O)Nc3nccc(C)n3)cc2)c([N+](=O)[O-])cc1OC	1	8	0.0	-3	0.4	4	-2	2	-7

Bioassay records deposited in PubChem BioAssay by National Center for Advancing Translational Sciences (NCATS).
